Screening data as filed in PubChem BioAssay.
NALP1 yeast inh – blocks the NALP1 inflammasome reconstituted in yeast | S. cerevisiae NALP1/ASC/caspase-1 growth, X-gal OD620, 72 h | inhibition, % at 10 µM | hit rate 0.61% among 280,000; in the data active = inhibition mostly above about 24%, no sharp cut-off; inactive = mostly below about 32%; note: some compounds called inactive have numbers as strong as hits
OXTR potentiate – potentiators of human oxytocin receptor | hit rate 0.061% among 320,000 | CHO-OTR cells, Fluo-8 calcium fluorescence, potentiator mode; 0% = oxytocin EC15, 100% = EC100 | activation, % at 3 µM;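 active = activation above that plate's cutoff, the mean activation of tested compounds plus 3 SD, cut at about 6.6% in these data, passing the limit was not always enough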;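 note: 100% uses oxytocin at 75 nM as the full agonist control; some results filed as inactive read as strong as hits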
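System: human OTR in CHO cells; Also added: sub-maximal oxytocin, roughly EC15; Timing: compound 6 min at room temperature before oxytocin, 100 s read; Technique: Fluo-8 intracellular calcium fluorescence, ex 470-495, em 515-575 nm; Controls: oxytocin EC15 low and EC100 high; Replication: singlicate.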
PfM18AAP inh – blocks P. falciparum M18 aspartyl aminopeptidase | recombinant PfM18AAP, H-Glu-NHMec fluorogenic cleavage | inhibition, % at 7.35 µM | hit rate 1.2% among 290,000;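 active = inhibition above the campaign mean inhibition over all tested compounds plus 3 SD, cut at about 28% in these data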;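 note: 0% = plate median of test compound wells and 100% = 2 mM ZnCl2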
V1aR counter – activates human V1a receptor in oxytocin agonist counter-screen. hit rate 0.25% among 320,000. P37288. CHO-V1R cells, Fluo-8 calcium fluorescence, agonist mode; 0% DMSO, 100% 3 nM vasopressin. activation, % at 3 µM. AID 2797;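 active = activation above the mean activation of all tested compounds plus 3 SD, per screening run, cut at about 20% in these data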;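 note: signal is peak over basal fluorescence ratio across a 100 second FLIPR read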
Target sequence (P37288 whole entry, looked up): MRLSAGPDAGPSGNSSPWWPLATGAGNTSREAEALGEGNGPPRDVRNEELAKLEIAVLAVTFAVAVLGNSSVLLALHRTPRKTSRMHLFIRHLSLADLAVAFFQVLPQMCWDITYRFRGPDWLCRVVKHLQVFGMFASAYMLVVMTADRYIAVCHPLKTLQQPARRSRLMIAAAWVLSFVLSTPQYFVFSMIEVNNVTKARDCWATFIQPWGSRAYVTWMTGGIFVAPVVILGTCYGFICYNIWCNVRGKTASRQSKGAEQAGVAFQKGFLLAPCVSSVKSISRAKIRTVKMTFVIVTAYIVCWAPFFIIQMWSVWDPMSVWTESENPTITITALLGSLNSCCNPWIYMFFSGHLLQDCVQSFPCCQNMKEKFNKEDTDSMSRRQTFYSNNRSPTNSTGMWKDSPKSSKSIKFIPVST
MEKK2 mut-MEK5 – signal of MEK5 binding to mutant human MEKK2 PB1 domain; bead flow cytometry, Alexa488-MEK5 binding to MEKK2 mutant; percent response, % at 10 µM; hit rate 0.35% among 290,000; AID 1530; in the data active = percent response above about 24%, passing the limit was not always enough; note: inactives centre near 1; some results filed as inactive read as strong as hits
GalR3 antagonist – human GalR3 antagonism | HEK293 GalR3-CNG cAMP membrane potential fluorescence; galR3 body fused to GalR1 C-terminus | inhibition, % at 3 µM | hit rate 0.44% among 360,000 | AID 651719;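 active = inhibition above the screen-wide average plus 3 SD, cut at about 13% in these data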;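 note: forskolin and galanin both at EC90 stimulate the cells; cAMP rise reported by CNG channel membrane potential dye signal; 0% = forskolin plus galanin with DMSO and 100% = forskolin alone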
Target sequence (O60755 1-299 limits assumed): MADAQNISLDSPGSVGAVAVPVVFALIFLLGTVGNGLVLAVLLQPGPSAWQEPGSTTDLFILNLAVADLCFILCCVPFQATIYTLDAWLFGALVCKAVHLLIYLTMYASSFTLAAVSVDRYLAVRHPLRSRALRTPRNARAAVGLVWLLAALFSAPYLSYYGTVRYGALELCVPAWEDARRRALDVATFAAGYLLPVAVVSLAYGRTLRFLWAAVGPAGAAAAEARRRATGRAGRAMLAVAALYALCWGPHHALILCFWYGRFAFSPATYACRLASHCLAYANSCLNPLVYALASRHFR
GPR7 antag – human neuropeptides B/W receptor 1 antagonism. P48145. GPR7-expressing cells, fluorescence antagonist assay. inhibition, % at 4.4 µM. hit rate 1.1% among 290,000; in the data active = inhibition above about 16%, passing the limit was not always enough;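 note: cells stimulated with the agonist NPW; 0% = agonist with vehicle and 100% = vehicle without agonist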
Target sequence (P48145 whole entry, looked up): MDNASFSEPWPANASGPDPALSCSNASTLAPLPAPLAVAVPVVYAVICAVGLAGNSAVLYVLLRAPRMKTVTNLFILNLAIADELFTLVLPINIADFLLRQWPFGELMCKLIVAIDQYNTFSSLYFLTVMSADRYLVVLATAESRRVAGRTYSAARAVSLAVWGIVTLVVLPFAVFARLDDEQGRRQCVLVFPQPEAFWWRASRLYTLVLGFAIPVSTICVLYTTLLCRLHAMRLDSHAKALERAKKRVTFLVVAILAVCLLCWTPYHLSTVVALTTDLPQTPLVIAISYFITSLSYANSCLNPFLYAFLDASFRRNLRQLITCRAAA
OXTR agonist – human OXTR agonism. P30559. CHO-OTR cells, Fluo-8 calcium fluorescence; normalized: DMSO 0%, oxytocin 100%. activation, % at 3 µM. hit rate 0.32% among 320,000;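 active = activation above the mean of all tested compounds plus 3 SD, cutoff set per screening run, cut at about 20% in these data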;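 note: peak over basal fluorescence ratio from a 100 s FLIPR kinetic read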
MEKK2wt PB1 HTS – raises or lowers MEK5 binding to wildtype human MEKK2 PB1 domain; Q9Y2U5; bead flow cytometry, Alexa488-MEK5 binding to MEKK2 WT; actives lie on both sides; binding response (% of control), % at 10 µM; hit rate 1.1% among 290,000; AID 1531; in the data active = binding response below about 67% or above about 130%
Active calls of the source: *. This is a random part of the collection, and some 4.1% of all compounds hit somewhere here.

O=C(Nc1sc2c(c1C(=O)O)CCC2)c1ccc(F)cc1 was read as NALP1 yeast inh 12.0, OXTR potentiate -4.0, PfM18AAP inh -2.5, V1aR counter 2.5, MEKK2 mut-MEK5 0.0, GalR3 antagonist -3.0, GPR7 antag -6.3, OXTR agonist -0.3 and MEKK2wt PB1 HTS 105.0.
COc1ccc2nc(NC(=O)Nc3ccccc3OC)sc2c1 was read as NALP1 yeast inh 17.7, OXTR potentiate -4.6, PfM18AAP inh 0.0, V1aR counter -0.2, MEKK2 mut-MEK5 4.0, GalR3 antagonist -8.1, GPR7 antag 23.2, OXTR agonist 1.0 and MEKK2wt PB1 HTS 99.0.
`COn1c(SCc2ccc(C)cc2C)nc2ccccc2c1=O` gave NALP1 yeast inh 3.2, OXTR potentiate -16.3, PfM18AAP inh 8.1, V1aR counter 0.9, MEKK2 mut-MEK5 1.0, GalR3 antagonist -5.9, GPR7 antag -8.0, OXTR agonist -1.0 and MEKK2wt PB1 HTS 103.0.
Cc1ccc(NC(=O)COC(=O)CN2C(=O)c3ccccc3C2=O)cc1 was read as OXTR potentiate -3.3, V1aR counter 1.5, GalR3 antagonist -1.8 and OXTR agonist 0.8.
Screening O=c1cc(-c2ccccc2)nc2cc(-c3ccc(F)cc3)[nH]n12 returned OXTR potentiate -11.5, V1aR counter 1.2, GalR3 antagonist -4.5 and OXTR agonist 0.2.
`CC(=O)Nc1ccc(OCC(O)Cn2nc(C)c(C(C)=O)c2C)cc1` (stereo unspecified) gave NALP1 yeast inh 9.0, OXTR potentiate -6.9, PfM18AAP inh 0.3, V1aR counter -0.9, MEKK2 mut-MEK5 3.0, GalR3 antagonist -9.0, GPR7 antag -12.0, OXTR agonist -0.2 and MEKK2wt PB1 HTS 100.0.
For c1ccc(-c2ccc3c(n2)CCCO3)cc1 the results were OXTR potentiate 3.9, V1aR counter -1.1, MEKK2 mut-MEK5 6.0, GalR3 antagonist -4.6, OXTR agonist -1.8 and MEKK2wt PB1 HTS 107.0.
CCOC(=O)c1c(NC(=O)CCC(=O)O)sc2c1CCCCC2 was read as NALP1 yeast inh 26.0, OXTR potentiate 2.7, PfM18AAP inh 4.9, V1aR counter 0.7, MEKK2 mut-MEK5 -2.0, GalR3 antagonist 1.7, GPR7 antag -12.0, OXTR agonist -1.8 and MEKK2wt PB1 HTS 98.0.
Screening CCc1c(O)nc(SCC(=O)NC(C)(C)C)n(-c2ccccc2)c1=O returned NALP1 yeast inh 6.3, OXTR potentiate -4.2, PfM18AAP inh -10.6, V1aR counter 1.0, MEKK2 mut-MEK5 8.0, GalR3 antagonist -1.4, GPR7 antag -10.9, OXTR agonist 0.3 and MEKK2wt PB1 HTS 116.0.
Cc1ccc(C(=O)O)cc1N1C(=O)CCCC1=O was read as NALP1 yeast inh -12.1, OXTR potentiate -9.5, PfM18AAP inh -3.9, V1aR counter 0.3, MEKK2 mut-MEK5 -10.0, GalR3 antagonist 0.6, GPR7 antag 6.2, OXTR agonist -1.3 and MEKK2wt PB1 HTS 83.0.
COc1ccc(N2C(=NC(=O)CCC3CCCC3)SC3CS(=O)(=O)CC32)cc1 (stereo unspecified) was read as NALP1 yeast inh 6.1, OXTR potentiate -13.4, PfM18AAP inh 1.4, V1aR counter 0.6, MEKK2 mut-MEK5 2.0, GalR3 antagonist -8.0, GPR7 antag -4.2, OXTR agonist -1.0 and MEKK2wt PB1 HTS 103.0.
`O=C(c1ccco1)N1CCN=C1SCc1cccc(Cl)c1` gave NALP1 yeast inh 12.9, OXTR potentiate -1.2, PfM18AAP inh 5.3, V1aR counter 0.5, MEKK2 mut-MEK5 5.0, GalR3 antagonist -2.7, GPR7 antag 7.0, OXTR agonist 0.9 and MEKK2wt PB1 HTS 106.0.
CC1CC(C)CN(C(=O)/C=C/c2ccc([N+](=O)[O-])s2)C1 (stereo unspecified) was read as NALP1 yeast inh -10.1, PfM18AAP inh 0.2, MEKK2 mut-MEK5 -9.0, GalR3 antagonist -4.0, GPR7 antag -10.2 and MEKK2wt PB1 HTS 89.0.
For CCOc1ccc(-c2[nH]ncc2Oc2ccccc2OC)c(O)c1 the results were NALP1 yeast inh 11.3, OXTR potentiate -17.6, PfM18AAP inh -1.6, V1aR counter 0.6, MEKK2 mut-MEK5 -1.0, GalR3 antagonist -3.9, GPR7 antag -7.2, OXTR agonist -1.8 and MEKK2wt PB1 HTS 93.0.
`CCOC(=O)Cn1nc(C)n(-c2ccc(Br)cc2)c1=O` gave NALP1 yeast inh -1.2, OXTR potentiate -5.4, PfM18AAP inh -10.5, V1aR counter 0.7, MEKK2 mut-MEK5 -7.0, GalR3 antagonist 0.5, GPR7 antag 7.7, OXTR agonist -0.6 and MEKK2wt PB1 HTS 88.0.
`CSc1ccc(N2CCN(CCCNC(=O)Nc3ccccc3F)CC2)cc1` gave NALP1 yeast inh 19.6, OXTR potentiate -16.4, PfM18AAP inh -0.6, V1aR counter 7.5, MEKK2 mut-MEK5 0.0, GalR3 antagonist -0.9, GPR7 antag -8.1, OXTR agonist 12.1 and MEKK2wt PB1 HTS 107.0.
`COc1ccc(C2C(C(C)=O)=C(O)C(=O)N2c2ccc(C)cc2)cc1` (stereo unspecified) gave NALP1 yeast inh 24.4, OXTR potentiate -10.1, PfM18AAP inh 17.5, V1aR counter 0.5, MEKK2 mut-MEK5 -2.0, GalR3 antagonist -13.7, GPR7 antag 23.0, OXTR agonist -0.1 and MEKK2wt PB1 HTS 101.0.
`O=C(CSc1nccc(=O)[nH]1)c1cc2ccccc2o1` gave NALP1 yeast inh 7.3, OXTR potentiate -1.3, PfM18AAP inh -7.2, V1aR counter 0.7, MEKK2 mut-MEK5 1.0, GalR3 antagonist -6.0, GPR7 antag -9.1, OXTR agonist -0.3 and MEKK2wt PB1 HTS 102.0.
For COc1cccc(C(=O)Nc2ccc(S(=O)(=O)Nc3onc(C)c3C)cc2)c1 the results were NALP1 yeast inh 10.7, OXTR potentiate -16.1, PfM18AAP inh 0.1, V1aR counter 4.1, MEKK2 mut-MEK5 0.0, GalR3 antagonist 0.4, GPR7 antag 5.0, OXTR agonist 0.2 and MEKK2wt PB1 HTS 95.0.
For Cc1ccc(SCC(=O)Nc2ccc(F)cc2[N+](=O)[O-])cc1C the results were NALP1 yeast inh 25.2, OXTR potentiate -9.1, PfM18AAP inh -4.9, V1aR counter -0.2, MEKK2 mut-MEK5 -1.0, GalR3 antagonist -0.6, GPR7 antag -10.7, OXTR agonist -1.9 and MEKK2wt PB1 HTS 94.0.
COc1ccc(Br)c2oc(SC)cc(=O)c12 was read as NALP1 yeast inh 23.8, OXTR potentiate -0.4, PfM18AAP inh 1.7, V1aR counter -1.1, MEKK2 mut-MEK5 -5.0, GalR3 antagonist -2.1, GPR7 antag -5.5, OXTR agonist -1.4 and MEKK2wt PB1 HTS 91.0.
`Cc1ccc(/C=C/C(=O)Nc2ccc(N(C)C)cc2)o1` gave NALP1 yeast inh 15.4, OXTR potentiate 3.0, PfM18AAP inh -3.2, V1aR counter -1.1, MEKK2 mut-MEK5 -1.0, GalR3 antagonist -5.9, GPR7 antag 1.9, OXTR agonist -2.4 and MEKK2wt PB1 HTS 89.0.
O=C(c1ccccc1N1CCOCC1)N1CCCC(Nc2ccc(F)cc2)C1 (stereo unspecified) was read as NALP1 yeast inh -3.0, OXTR potentiate -3.3, PfM18AAP inh 10.9, V1aR counter 1.5, MEKK2 mut-MEK5 5.0, GalR3 antagonist -0.3, GPR7 antag 7.2, OXTR agonist 0.6 and MEKK2wt PB1 HTS 101.0.
Screening Oc1[nH]c2ccc(Br)cc2c1N=Nc1ccc(F)cc1 returned NALP1 yeast inh 8.3, OXTR potentiate -12.3, PfM18AAP inh 6.0, V1aR counter -0.6, MEKK2 mut-MEK5 9.0, GalR3 antagonist -10.5, GPR7 antag -20.9, OXTR agonist 0.7 and MEKK2wt PB1 HTS 107.0.
Screening CCC(C(=O)Nc1ccccc1)c1ccccc1 (stereo unspecified) returned NALP1 yeast inh 23.4, OXTR potentiate -1.1, PfM18AAP inh 4.8, V1aR counter 0.0, MEKK2 mut-MEK5 -2.0, GalR3 antagonist -2.7, GPR7 antag -5.8, OXTR agonist -1.8 and MEKK2wt PB1 HTS 101.0.
`CCOC(=O)C1CCCN(S(=O)(=O)c2ccc(S(=O)(=O)N3CCCC3)cc2)C1` (stereo unspecified) gave OXTR potentiate -18.4, V1aR counter 7.2, GalR3 antagonist -6.3 and OXTR agonist 8.6.
`Cc1cc(NC(=O)CSc2nnc(-c3ccco3)o2)no1` gave OXTR potentiate 0.7, PfM18AAP inh 47.0*, V1aR counter 0.0, MEKK2 mut-MEK5 0.0, GPR7 antag -18.6, OXTR agonist 1.3 and MEKK2wt PB1 HTS 100.0.
CCOc1cc(C#N)ccc1OCC(=O)N1CCN(C(=O)c2cccs2)CC1 was read as OXTR potentiate -7.3, V1aR counter 0.0, GalR3 antagonist -3.5 and OXTR agonist 0.2.
O=C(COC(=O)C1=COCCO1)NC(=O)c1ccc(OC(F)F)cc1 was read as NALP1 yeast inh -3.3, OXTR potentiate 2.5, PfM18AAP inh 1.5, V1aR counter 0.3, MEKK2 mut-MEK5 -1.0, GalR3 antagonist -0.4, GPR7 antag -5.6, OXTR agonist 2.7 and MEKK2wt PB1 HTS 99.0.
`Cc1ccc(C)c(N(CC(=O)NC2CCCCC2)C(=O)CNC(=O)c2ccco2)c1` gave NALP1 yeast inh 6.9, OXTR potentiate -3.1, PfM18AAP inh -1.8, V1aR counter 0.1, MEKK2 mut-MEK5 8.0, GalR3 antagonist -6.3, GPR7 antag -7.6, OXTR agonist -0.3 and MEKK2wt PB1 HTS 107.0.

The closing 2 entries of the section above lead into the next.
O=C(COC(=O)C1=COCCO1)NC(=O)c1ccc(OC(F)F)cc1 was read as NALP1 yeast inh -3.3, OXTR potentiate 2.5, PfM18AAP inh 1.5, V1aR counter 0.3, MEKK2 mut-MEK5 -1.0, GalR3 antagonist -0.4, GPR7 antag -5.6, OXTR agonist 2.7 and MEKK2wt PB1 HTS 99.0.
`Cc1ccc(C)c(N(CC(=O)NC2CCCCC2)C(=O)CNC(=O)c2ccco2)c1` gave NALP1 yeast inh 6.9, OXTR potentiate -3.1, PfM18AAP inh -1.8, V1aR counter 0.1, MEKK2 mut-MEK5 8.0, GalR3 antagonist -6.3, GPR7 antag -7.6, OXTR agonist -0.3 and MEKK2wt PB1 HTS 107.0.
For CCOc1ccc(NC(=O)C(CC(=O)O)Cc2ccccc2)cc1 (stereo unspecified) the results were NALP1 yeast inh 10.5, OXTR potentiate -12.4, PfM18AAP inh -17.7, V1aR counter 0.1, MEKK2 mut-MEK5 -2.0, GalR3 antagonist -3.1, GPR7 antag -6.6, OXTR agonist -0.4 and MEKK2wt PB1 HTS 98.0.
For CCCCN(CC)C(=O)c1ccccc1Oc1ccccc1 the results were NALP1 yeast inh 23.0, OXTR potentiate -2.8, PfM18AAP inh 1.1, V1aR counter -2.0, MEKK2 mut-MEK5 -2.0, GalR3 antagonist -2.8, GPR7 antag -6.8, OXTR agonist -3.4 and MEKK2wt PB1 HTS 91.0.
Screening CCC(CC)NC(=O)c1cc(S(=O)(=O)N2CCCCC2)ccc1N1CCOCC1 returned OXTR potentiate 5.5, V1aR counter 0.6, GalR3 antagonist -7.6 and OXTR agonist -1.1.
For CCCCCc1c(O)c2ccccc2[nH]c1=O the results were NALP1 yeast inh 15.3, OXTR potentiate 1.1, PfM18AAP inh -8.0, V1aR counter 0.6, MEKK2 mut-MEK5 -11.0, GalR3 antagonist -0.9, GPR7 antag -8.9, OXTR agonist 1.0 and MEKK2wt PB1 HTS 94.0.
